From PubChem
MBD2 DNA inh = inhibitors of MBD2 binding to methylated DNA, primary screen, biochemical, TR-FRET, DNA-binding domain, human; Methyl-CpG-binding domain protein 2 (Homo sapiens), Q9UBB5; MBD2 binding to methylated oligonucleotide; inhibition, % at 4.4 µM; actives 0.31% (n = 370,000); AID 686964, 2013; in the data active = inhibition above about 13%
DAX1 inh-1 = DAX1 (NR0B1) inhibitors, primary screen, cell-based, HEK293, Gal4-DAX1, luciferase luminescence; Nuclear receptor subfamily 0 group B member 1 (Homo sapiens), P51843; HEK293 Gal4-DAX1 luciferase reporter; inhibition, % at 6.75 µM; actives 0.99% (n = 340,000); AID 504766, 2011;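 active = inhibition above the mean over all tested compounds plus 3 SD, cut at about 4.2% in these data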;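 note: 0% = DAX1-transfected cells with DMSO and 100% = empty-vector control cells with DMSO; inhibition shows as a rise in luminescence from relieved DAX1 repression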
Target sequence (P51843 207-470 limits assumed): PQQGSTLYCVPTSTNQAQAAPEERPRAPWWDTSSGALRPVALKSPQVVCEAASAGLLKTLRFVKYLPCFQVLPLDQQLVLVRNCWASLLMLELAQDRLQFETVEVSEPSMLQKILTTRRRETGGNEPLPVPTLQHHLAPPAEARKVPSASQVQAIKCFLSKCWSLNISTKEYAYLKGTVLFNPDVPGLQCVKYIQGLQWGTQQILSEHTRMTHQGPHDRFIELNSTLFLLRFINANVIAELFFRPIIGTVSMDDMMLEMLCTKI
PLCg1 inh = PLC-gamma1 enzyme inhibitors, primary screen, biochemical, fluorescence, purified enzyme. fluorogenic substrate. inhibition, % at 12.2 µM. actives 0.84% (n = 370,000); in the data active = inhibition above about 9.5%
DAX1 inh-2 = DAX1 (NR0B1) inhibitors on StAR promoter, primary screen, cell-based, luminescence, SF-1 (NR5A1), full-length DAX-1; AID 652010, 2013; HEK293T StAR-luciferase reporter, SF-1/DAX-1 repression relief; inhibition, % at 6.8 µM; actives 1.1% (n = 370,000);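 active = inhibition above the mean over all tested compounds plus 3 SD, cut at about 3.6% in these data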;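 note: 0% = DAX-1 cells with DMSO and 100% = cells lacking DAX-1 with DMSO; higher inhibition means more luminescence from relief of DAX-1 repression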
ADAM17 inh = ADAM17 inhibitors, primary screen, biochemical, QFRET. Disintegrin and metalloproteinase domain-containing protein 17 (Homo sapiens), P78536. recombinant ADAM17, EDANS/DABCYL FRET peptide cleavage. inhibition, % at 6.95 µM. actives 0.83% (n = 370,000). AID 720648, 2013;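 active = inhibition above the mean of compounds lying between control limits plus 3 SD, set per campaign, cut at about 8.5% in these data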;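 note: 0% = DMSO-only wells as the low control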
hgDAF12 agonist = H. glycines DAF-12 receptor agonists, primary screen, cell-based, luminescence, HEK293, GAL4 fusion, UAS-luciferase; HEK293 GAL4-hgDAF12 UAS-luciferase reporter, agonist luminescence; normalized to butyrate control; actives 1.8% (n = 370,000); activation, % at 6.8 µM;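 active = activation above a cutoff set at the mean of all screened compounds plus 3 SD, cut at about 10% in these data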;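 note: 0% = DMSO wells and 100% = sodium butyrate wells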
hcDAF12 agonist = H. contortus DAF-12 nuclear receptor activators, primary screen, cell-based, luminescence, HEK293, lit1-tk-luc reporter | HEK293 hcDAF-12 lit1-tk-luc reporter; 0% DMSO, 100% Δ7-dafachronic acid | activation, % at 6.8 µM | actives 1.4% (n = 370,000) | AID 652067, 2013;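 active = activation above the mean of all tested compounds plus 3 SD, cut at about 5.5% in these data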;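 note: 100% = response to 3 µM Δ7-dafachronic acid high control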
SMARCA2 act = SMARCA2 (BRM) function activators, primary screen, cell-based, luminescence, high throughput; actives 1% (n = 370,000); activation, % at 9.1 µM; AID 652017, 2013; MG213 cells, MMTV-luciferase reporter, dexamethasone, overnight; in the data active = activation above about 7.8%;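 note: 0% = vehicle wells and 100% = reference activator wells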
PLCb3 inh = human PLC-beta3 inhibitors, primary screen, biochemical, fluorescence | Purified PLC-beta3, fluorogenic substrate | inhibition, % at 12.2 µM | AID 720704, 2013 | actives 0.18% (n = 370,000); in the data active = inhibition above about 11%;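 note: 0% = median of compound wells on plate and 100% = full blocker control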
Rev-erbA mod = modulators of Rev-erb alpha DNA binding, primary screen, biochemical, FITC-DNA, fluorescence polarization, uHTS; activity, % at 10 µM; AID 1259318, 2017; actives 0.79% (n = 370,000); Rev-erbα–FITC-DNA binding, 90 min;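 active = activity above about 14%, limit read from the data; passing the limit was not always enough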;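 note: 0% = DMSO wells with 35 nM protein and 100% = DMSO wells with 750 nM protein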
Target sequence (P20393 whole entry, looked up): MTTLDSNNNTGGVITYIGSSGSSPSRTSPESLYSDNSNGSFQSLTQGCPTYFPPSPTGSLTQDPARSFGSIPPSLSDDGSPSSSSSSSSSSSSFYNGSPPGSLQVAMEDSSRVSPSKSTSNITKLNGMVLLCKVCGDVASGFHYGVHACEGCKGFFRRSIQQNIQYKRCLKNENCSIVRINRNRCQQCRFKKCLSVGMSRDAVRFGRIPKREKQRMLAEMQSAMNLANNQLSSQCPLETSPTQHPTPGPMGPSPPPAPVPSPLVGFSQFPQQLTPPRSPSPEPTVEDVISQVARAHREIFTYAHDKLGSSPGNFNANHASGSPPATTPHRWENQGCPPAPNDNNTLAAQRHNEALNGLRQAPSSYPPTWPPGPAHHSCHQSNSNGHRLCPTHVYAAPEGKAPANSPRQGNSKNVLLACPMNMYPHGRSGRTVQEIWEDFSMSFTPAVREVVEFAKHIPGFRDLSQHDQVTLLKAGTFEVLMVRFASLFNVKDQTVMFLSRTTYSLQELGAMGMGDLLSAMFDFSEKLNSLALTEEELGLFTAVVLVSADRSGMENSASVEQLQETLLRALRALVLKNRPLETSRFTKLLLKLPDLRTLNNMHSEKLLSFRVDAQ
ssDAF-12 act = S. stercoralis DAF-12 nuclear receptor activators, primary screen, cell-based, luminescence, HEK293, GRIP1 co-expression, lit1-tk-luc; activation, % at 6.8 µM; actives 1% (n = 370,000); HEK293 ssDAF-12/GRIP1 lit1-tk-luc reporter; % of 3 µM dafachronic acid response; Nuclear hormone receptor DAF-12 (Strongyloides stercoralis);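 active = activation above the mean over all tested compounds plus 3 SD, cut at about 0.9% in these data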;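 note: 0% = DMSO-only wells and 100% = 3 µM delta7-dafachronic acid wells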
Active calls of the source: *; i = inactive; nt = not tested or not shown.

SMILES	MBD2 DNA inh	DAX1 inh-1	PLCg1 inh	DAX1 inh-2	ADAM17 inh	hgDAF12 agonist	hcDAF12 agonist	SMARCA2 act	PLCb3 inh	Rev-erbA mod	ssDAF-12 act
CC(=O)Nc1ccc2c(c1)C(=O)N(c1cccc3ccccc13)C2=O	3.3	1.2	-28.2	0.6	-6.2	-0.3	-2.5	3.1	-36.5	-5.2	-1.5
Oc1ccccc1-c1nnco1	-1.0	1.2	-7.1	0.0	-11.4	1.9	-0.8	2.4	-8.5	-0.1	-0.7
O=C(CCC1CCCC1)NNC(=O)c1ccccc1O	1.4	-0.2	-26.9	1.5	-38.2	2.6	2.0	-1.1	-39.0	0.1	-0.5
CCN(CC)C(=O)C1CCCN(c2ccc([N+](=O)[O-])cc2/C=N/NC(=O)c2cccc(O)c2)C1 (stereo not drawn)	-1.2	1.4	-0.5	-0.1	-1.1	0.2	-1.5	-0.5	1.4	-1.6	-1.0
COc1cc([N+](=O)[O-])ccc1NC(=O)CSc1nncn1-c1cccnc1	1.6	0.8	-1.6	-0.1	-0.6	-1.4	-0.3	-1.1	-2.9	-7.9	-0.7
O=C(NCc1ccccc1)C12CC3CC(CC(Cl)(C3)C1)C2	-5.9	nt	0.5	-0.1	-0.4	0.9	-1.2	1.7	-5.6	1.3	-1.7
CCOc1ccc(CN(C)C(=O)CNC(=O)c2ccc(Br)o2)cc1OC	-6.1	-0.9	3.2	0.2	1.9	-0.5	1.1	-3.3	6.2	-5.8	-0.7
C[C@@H](c1ccccc1)N1C[C@@H](COCc2ccccc2)Oc2cc(N3CCC[C@H]3CO)ccc2S1(=O)=O	-1.6	nt	-3.1	-0.4	1.4	-1.4	-2.1	-2.8	-2.7	4.9	-1.5
COc1ccc(-n2c(SC3CCOC3=O)nc3ccccc3c2=O)cc1Cl (stereo not drawn)	2.9	-0.8	-0.7	-0.5	3.5	-4.5	-0.1	-1.2	-3.3	-0.4	-1.0
O=C(NCc1cccnc1)C1CCN(S(=O)(=O)N2CCC3(CC2)OCCO3)CC1	0.4	0.7	-0.6	0.3	-1.2	-1.4	2.3	4.0	2.1	0.6	-0.9
O=C(NCC(=O)N1CCN(C(=O)c2ccco2)CC1)c1ccc(Br)cc1	-5.5	0.1	5.4	-0.3	1.9	1.8	-0.2	-2.4	-0.4	-2.4	-1.1
CC1(C)CC(=O)C=C(NNC(=O)c2ccccc2)C1	-2.4	1.5	-45.4	0.8	-14.0	-0.5	2.3	3.5	-50.4	-1.3	-1.3
CC(=O)Nc1ccc2c(c1)nc1n2CCOC1	-0.7	-0.7	-0.8	-0.3	-1.2	2.6	-0.1	-4.0	3.9	-0.8	-1.5
Cc1nc2ccc(C(=O)NCc3ccc4c(c3)OCO4)cc2s1	2.2	0.3	0.2	1.1	-0.9	3.0	-0.4	-0.9	-0.1	-3.4	-1.6
CC1CCCN(c2ccc(C(=O)OCC(=O)N3c4ccccc4Sc4ccccc43)cc2[N+](=O)[O-])C1 (stereo not drawn)	-1.8	2.1	3.0	-0.1	2.4	-2.9	-1.8	-2.1	2.5	1.8	-1.3
Cc1c(O)ccc(C(=O)CN2CCN(Cc3ccc4c(c3)OCO4)CC2)c1O	1.4	-0.7	-44.5	-0.6	-24.1	-0.5	-0.2	-2.9	-47.7	-4.6	-1.1
CN1Cc2cccc3c2C(Cc2ccccc2S3)C1 (stereo not drawn)	5.5	-0.5	1.4	-0.4	1.0	3.6	0.2	4.0	-1.8	-3.4	-0.4
CCC(CC)COC(=O)C1=C(C)NC(=O)NC1c1cc(OC)ccc1OC (stereo not drawn)	-1.1	-0.4	-1.5	0.2	-2.7	1.7	-2.2	-1.9	-5.8	7.3	-1.3
Cc1cccc(C(=O)Nc2ccc(NC(=O)Cc3ccc(Cl)cc3)cc2)c1	0.5	0.6	-1.9	-0.8	-5.3	-0.9	1.0	-3.7	0.8	3.9	-1.2
CCCCCCOc1ccc(-c2ccc(C#N)cn2)cc1	-0.7	-0.3	-4.7	0.1	-9.4	-3.3	-1.2	-3.7	-3.2	-2.7	-0.4
COc1ccc(CNC(=O)CN2C(=O)NC3(CCCCCCC3)C2=O)cc1	3.7	1.7	5.8	0.0	-6.1	-2.8	-0.5	0.5	-0.7	-4.3	-0.6
c1ccc(N2CCN(c3nc(-c4cccs4)nc4ccccc34)CC2)cc1	-1.1	-0.5	-39.9	-1.2	-11.8	-1.1	-2.3	1.7	-59.2	0.7	-2.4
CCOC(=O)CSc1cc(C)nc2ccc(OC)cc12	-2.4	0.4	0.9	0.3	-6.4	0.3	-2.0	-1.0	0.1	-5.1	-1.9
O=C(NCCC1=CCCCC1)c1coc(=O)c(Br)c1	-5.6	0.6	-103.5	-0.4	-106.2	-0.7	-0.6	19.7*	-110.5	9.4	-1.1
OC(CC1CC12c1ccccc1-c1ncccc12)(c1ccccc1)c1ccccc1 (stereo not drawn)	-1.0	-0.7	2.0	0.4	4.0	-1.1	-0.4	2.9	1.9	1.5	-0.8

Pulled one by one from the entries so far:
SMILES	MBD2 DNA inh	DAX1 inh-1	PLCg1 inh	DAX1 inh-2	ADAM17 inh	hgDAF12 agonist	hcDAF12 agonist	SMARCA2 act	PLCb3 inh	Rev-erbA mod	ssDAF-12 act
CCN(CC)C(=O)C1CCCN(c2ccc([N+](=O)[O-])cc2/C=N/NC(=O)c2cccc(O)c2)C1 (stereo not drawn)	-1.2	1.4	-0.5	-0.1	-1.1	0.2	-1.5	-0.5	1.4	-1.6	-1.0
CCCCCCOc1ccc(-c2ccc(C#N)cn2)cc1	-0.7	-0.3	-4.7	0.1	-9.4	-3.3	-1.2	-3.7	-3.2	-2.7	-0.4

(cont.)
SMILES	MBD2 DNA inh	DAX1 inh-1	PLCg1 inh	DAX1 inh-2	ADAM17 inh	hgDAF12 agonist	hcDAF12 agonist	SMARCA2 act	PLCb3 inh	Rev-erbA mod	ssDAF-12 act
CCNc1nc(Cl)nc(N(NC(C)=O)C(C)CC)n1 (stereo not drawn)	0.4	1.0	0.1	-0.3	-3.5	-2.1	-2.3	0.1	2.3	1.9	-1.1
Cc1csc(=Nc2ccccc2)n1CCCN1CCCC1=O	-2.0	0.2	5.5	0.3	2.1	4.6	1.6	0.7	-1.6	-2.1	-1.5
N#C/C(=N\Nc1ccc(S(=O)(=O)N2CCOCC2)cc1)C(N)=S	-11.7	1.5	2.7	-0.1	2.0	2.7	-2.0	-2.6	-2.6	-2.9	-1.3
CN(C(=O)COC(=O)c1cccc(S(=O)(=O)N2CCCCCC2)c1)C1CCS(=O)(=O)C1 (stereo not drawn)	2.9	-0.7	-3.3	-0.1	0.8	0.0	1.0	-0.5	3.5	4.9	-0.7
Cc1ccc(-c2nnn(CC(=O)N(CC(=O)NCC3CCCO3)c3ccccc3)n2)o1 (stereo not drawn)	1.4	0.1	-4.0	0.5	-2.3	0.3	-0.5	-1.6	0.1	1.2	-0.7
Cc1cc(NC(=O)CSC2=NS(=O)(=O)c3cc(F)ccc3N2)no1	-4.3	0.7	-3.1	0.1	-0.9	-1.1	-0.7	3.1	-3.3	2.9	-1.2
COc1ccc(-c2cc(C(F)(F)F)c3c(n2)sc2c(O)cc(=O)[nH]c23)c(OC)c1	2.7	1.0	i	0.6	-9.9	0.1	2.6	0.1	i	1.3	-0.6
O=c1oc2ccccc2c(NCc2ccccc2F)c1[N+](=O)[O-]	4.6	-2.3	-0.7	0.6	-3.5	4.6	2.4	-0.1	-0.5	-1.0	-0.3
CC1C=CCC2C(=O)N(c3ccc(OC(=O)c4ccco4)cc3)C(=O)C12 (stereo not drawn)	-4.8	1.7	-2.6	0.0	-4.2	0.2	-0.6	0.0	-4.7	-1.1	-1.7
COc1cc(Cl)ccc1OC1(C)CCN(Cc2cccc(OC)c2OC)C1 (stereo not drawn)	1.5	nt	1.4	-0.4	-2.3	-2.4	0.1	-1.7	-1.3	5.0	-1.6
COc1ccccc1OCCn1cc(C=O)c2ccccc21	-1.7	0.0	-3.9	-0.7	1.8	-0.8	-3.4	-3.2	-0.8	-3.5	-1.0
O=C(O)C1CCc2sc3[nH]c(=S)n(-c4ccccc4)c(=O)c3c21 (stereo not drawn)	-1.6	1.5	-0.4	-0.3	-4.7	3.0	2.8	-1.8	0.4	6.0	-0.8
Cn1nc([N+](=O)[O-])c(C(C#N)c2ccccn2)c(Cl)c1=O (stereo not drawn)	-6.3	-0.8	-10.3	-0.5	-3.3	-2.1	1.2	-2.3	-16.9	2.5	-1.2
COCC(=O)OCC(=O)Nc1cc(C)c(C)cc1[N+](=O)[O-]	1.4	2.6	1.0	0.2	2.9	-0.5	-0.8	1.0	1.8	-5.9	-1.4
Cc1cn([C@H]2C[C@H](O)[C@@H](CCC(=O)NC(c3ccccc3)c3ccccc3)O2)c(=O)[nH]c1=O	6.6	0.6	0.3	1.4	-3.6	2.4	-1.9	-3.4	1.0	2.8	-0.1
CC(C)C(=O)N1CCC1(C)C(=O)Nc1ccc(-n2cccc2)cc1 (stereo not drawn)	-4.8	nt	3.3	-0.7	-5.2	1.8	-1.9	-1.3	1.5	-5.7	-1.0
COc1ccc(CCNC(=O)CNCC2CCCO2)cc1OC (stereo not drawn)	6.2	1.9	3.6	0.3	-0.6	0.7	-0.8	3.8	5.1	2.6	-1.3
O=C(N/N=C/c1cccs1)c1cc(-c2cccc3ccccc23)n[nH]1	0.3	0.5	2.7	0.1	2.8	10.5*	0.2	1.0	0.5	1.9	-1.3
O=C(COC(=O)c1ccc(Br)o1)NC12CC3CC(CC(C3)C1)C2	-4.8	-0.1	2.5	-0.7	-0.3	-2.5	-0.6	-1.4	2.7	-5.3	-0.8
Nc1ccc(-c2cn3cccnc3n2)cc1	-4.8	1.9	-91.2	0.2	-6.7	2.7	0.7	2.2	-133.2	-3.0	-0.8
CCOc1cc(/C=N/NC(=O)c2cccnc2)ccc1OCC(N)=O	-6.5	0.3	-5.8	0.5	-1.6	-0.9	-1.1	-1.2	-15.7	4.0	-1.2
Cc1ccc(C(=O)N/N=C/c2cc(Br)ccc2O)cn1	-5.9	-3.8	-27.3	-2.0	-13.4	-10.8	-2.3	-2.3	-45.6	1.7	-1.7
Cc1cc(C)c2[nH]c(=O)c(C(c3nnnn3CC3CCCO3)N3CCCC(C)C3)cc2c1 (stereo not drawn)	-3.7	-0.8	-18.5	0.2	-18.9	5.3	-0.5	0.0	-20.7	-3.3	-0.9
CC(=O)c1cccc(NC(=O)N2CCC(c3ccc(C)cc3)C2)c1 (stereo not drawn)	-1.8	1.6	1.2	-0.3	-3.3	-0.3	-0.4	-3.5	-9.3	1.6	-0.8
